Myeloid diff MLP: myeloid differentiation induction | actives 1% (n = 360,000) | ER-HoxA9 myeloid progenitors, lysozyme-GFP differentiation, flow cytometry | calls only at 10 µM;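 active = normalized GFP-positive differentiation at or above the plate's own cutoff, the solvent-only control mean plus 3 SD; inconclusive = no clear call, values can overlap the other calls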;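 also: cells exposed to compound for four days before flow analysis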
CSM14.1 death rescue: protection against thapsigargin-triggered cell killing – 384-well, CSM14.1, ATP luminescence, primary screen (AID 1222) | cellular ATP content (survival), % at 20 µM, or EC50 in µM where a hit was titrated | 190,000 tested, under 10 active | CSM14.1 thapsigargin-induced death rescue, ATP luminescence; higher % means a stronger effect;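 active = EC50 below 50 µM in the dose-response confirmation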;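 also: death triggered by thapsigargin at about 15 µM added after 2 h compound pretreatment; cell ATP read after overnight thapsigargin exposure of roughly 18 to 22 hours; normalized against plate controls of thapsigargin alone and 5% DMSO vehicle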
TNAP activators: stimulation of alkaline phosphatase TNAP activity – biochemical, luminescent, no phosphate acceptor, uHTS, primary screen (AID 1001) | purified TNAP, luminescent activation assay, no phosphate acceptor; higher activation fold means a stronger effect | actives 0.03% (n = 200,000) | one-dose activation fold at 20 µM; EC50 in µM for titrated hits; in the data active = activation fold from about 3, or a potency from the dose series; inactive = the rest, 99 in 100 with activation fold below about 1.6; also: many of its hits are not listed in these tables
LYP phosphatase: inhibitors of LYP phosphatase, biochemical, fluorescence intensity, uHTS (AID 1779) | recombinant LYP phosphatase, fluorescence intensity; higher % means a stronger effect | actives 0.054% (n = 290,000) | one-dose inhibition, % at 11.5 µM; IC50 in µM for titrated hits;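 also: plate controls were vehicle with enzyme for no effect and no enzyme for full effect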
M17LAP inhibition: P. falciparum M17LAP inhibitors, primary screen, biochemical, fluorogenic H-Leu-NHMec substrate, 1536-well (AID 1619). actives 0.38% (n = 220,000). inhibition, % at 30 µM; hits with a dose series show IC50 in µM. recombinant M17LAP, H-Leu-NHMec fluorogenic kinetic assay; higher % means a stronger effect;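 active = compound inhibiting the enzyme by more than half at any dose during confirmatory dose-response retesting; inconclusive = strong single-dose inhibitors picked by rank but not retested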;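 also: plate controls were full reaction with DMSO carrier for no effect and no enzyme background for full effect; strong numbers were not always called active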
XIAP antagonists: XIAP antagonists, biochemical, IAP family, fluorescence polarization (AID 1018); displacement, % at 20 µM, or IC50 in µM where a hit was titrated; actives 0.007% (n = 200,000); XIAP BIR domain, fluorescence polarization peptide displacement; higher % means a stronger effect; in the data active = displacement above about 50%; also: a part of the inactive calls stands beside numbers as strong as those of hits
human PMI inhibition: MPI enzyme activity inhibition – biochemical, fluorescence intensity, coupled assay, primary screen (AID 1209); actives 0.42% (n = 190,000); purified PMI enzyme, coupled fluorescence intensity; higher % means a stronger effect; one-dose inhibition, % at 20 µM; IC50 in µM for titrated hits;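 also: plate controls were DMSO vehicle for no effect and wells lacking substrate for full effect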
human PMI inhibitors: MPI inhibition at elevated mannose 6-phosphate – biochemical, fluorescence intensity, high mannose 6-phosphate, primary screen (AID 1220) | actives 0.66% (n = 190,000) | recombinant PMI enzyme, coupled fluorescence intensity; higher % means a stronger effect | one-dose inhibition, % at 20 µM; IC50 in µM for titrated hits
P. falciparum M1AAP: P. falciparum M1AAP inhibitors, biochemical, fluorogenic H-Leu-NHMec substrate, 1536-well (AID 1445) | recombinant M1AAP, H-Leu-NHMec fluorogenic kinetic assay; higher % means a stronger effect | one-dose inhibition, % at 30 µM; IC50 in µM for titrated hits | actives 0.42% (n = 220,000);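 active = primary inhibition above the hit cutoff, then over 50% inhibition at one or more dose response concentrations, cut at about 23% in these data, passing the limit was not always enough; inconclusive = conflicting primary data, or primary hits not chosen for dose response; inactive = low primary inhibition, or under 50% at every dose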;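 also: plate controls were DMSO full reaction for no effect and no enzyme background for full effect; strong numbers were not always called active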
Myeloid diff MLP GFP+ MAC1+ %: second read-out of Myeloid diff MLP, no call of its own (marks repeat the call); GFP+ MAC1+ double positive, %; measured here: differentiation confirmed by MAC1 staining
Numbers without * were called inactive; i = inactive; ? = inconclusive; · = no result given. Rule as the data show it, unless noted: active = inhibition above about 50%; inactive = the rest.

SMILES	Myeloid diff MLP	Myeloid diff MLP GFP+ MAC1+ %	CSM14.1 death rescue	TNAP activators	LYP phosphatase	M17LAP inhibition	XIAP antagonists	human PMI inhibition	human PMI inhibitors	P. falciparum M1AAP
COc1ccc(N/C=C(\C(C)=O)c2ccc(OC)c(OC)c2)cc1OC	i	0.4	2.3%	1	2%	7%	-1.9%	11%	43%	10%
CCN(CC(=O)N1CCCCCC1)S(=O)(=O)c1ccc(Cl)cc1	i	1.6	5.0%	0.9	4%	4%	-7.0%	3%	4%	5%
O=C(/C=C/c1ccco1)NC(=S)Nc1ccccc1O	i	0.4	-0.3%	0.8	3%	41%	0.1%	2%	12%	16%
c1ccc2c(c1)[nH]c1c(NCC3CCCO3)ncnc12 (stereo not drawn)	i	1.2	-0.7%	1	-9%	3%	-5.8%	9%	13%	16%
O=C(N/N=C/c1ccc2c(c1)OCO2)c1ccc2c(c1)OCCO2	i	1.1	-0.1%	1.1	8%	23%	0.1%	3%	5%	4%
CC(C)(C)c1nc2ccccc2c(=O)n1N1C(=O)c2ccccc2C1=O	i	0.9	2.9%	1	-2%	-2%	-3.8%	16%	17%	16µM*
c1ccc(Cn2nnnc2C(c2ccccn2)N2CCN(c3ccccc3)CC2)cc1 (stereo not drawn)	i	1.1	-0.4%	1.1	-9%	7%	-3.9%	0%	-5%	7%
Cc1ccc2occ(C(=O)c3ccco3)c(=O)c2c1	i	5.8	-1.4%	1	9%	15%	1.7%	8%	8%	18%
COc1ccc2c(CC(=O)Nc3ccc(N4CCOCC4)cc3)coc2c1	i	0.8	-1.6%	1	-1%	-4%	-7.7%	2%	13%	6%
COC(=O)c1ccccc1NC(=O)CN1CCC(NC(=O)c2ccccc2C)CC1	i	1.0	4.7%	1	-4%	6%	-5.1%	8%	15%	5%
CN(CC(=O)Nc1cccc2c1CCCC2)S(=O)(=O)c1ccccc1	i	10	-1.3%	1.1	0%	10%	-2.4%	-6%	-7%	8%
Cc1ccc(Cl)cc1NC(=S)N(CCCN1CCN(C)CC1)Cc1cccs1	i	0.4	-0.5%	1.2	-2%	1%	-3.8%	-3%	1%	6%
O=C(Cn1nc(C(=O)O)c2ccccc2c1=O)Nc1nc(-c2ccccc2)cs1	i	0.2	·	·	-11%	3%	·	·	·	-2%
CN1CCN(C(=O)C2=C[C@H](c3csc4ccccc34)C[C@H](OCc3ccc(CO)cc3)O2)CC1	i	2.4	1.3%	1.1	-8%	-2%	-4.9%	3%	-6%	9%
CC(C)NC(=O)CSc1nc2ccccc2n1CC(=O)N1CCc2ccccc21	i	3.5	1.7%	1	-6%	-19%	-6.3%	-11%	-9%	2%
COc1ccc(N2CC(C)Cn3c2nc2c3c(=O)n(CCc3ccccc3)c(=O)n2C)cc1 (stereo not drawn)	?	·	-1.4%	1	2%	·	-3.4%	-11%	11%	·
CCOC(=O)c1c(NC(=O)CSc2nnc(-c3ccncc3)n2Cc2ccco2)sc(C)c1C	i	6.2	0.5%	1.1	0%	-4%	1.2%	10%	7%	2%
Cc1csc2ncc(C(=O)N(Cc3ccccc3)c3ccccn3)c(=O)n12	i	2.2	·	1.1	-6%	32%	-1.2%	8%	14%	5%
Cc1c(C(=O)NCCc2ccc(S(N)(=O)=O)cc2)cccc1[N+](=O)[O-]	i	0.5	1.3%	1	-4%	44%	-6.9%	5%	0%	15%
CC(C)(C)/C(Cn1cncn1)=N\OC(=O)Nc1ccc(Cl)cc1	i	0.1	-1.2%	1.1	-4%	-2%	-0.4%	2%	4%	9%
Cc1nc2scc(-c3ccccc3)c2c(=O)n1N	i	0.4	-0.5%	1.1	1%	-7%	-4.6%	13%	12%	4%
COc1cc(C2NC(=S)NC3=C2CCc2ccccc23)cc(OC)c1OC (stereo not drawn)	?	·	-1.3%	1	-6%	-3%	-2.7%	11%	18%	1%
CCOC(=O)c1cnc(-n2nc(C)cc2C)nc1NNc1nc(-c2ccccc2)cc(-c2ccccc2)n1	?	·	-1.5%	1.1	7%	-3%	-4.4%	-2%	-23%	7%
O=C(NC1(O)C(=O)c2ccccc2C1=O)c1ccccc1	i	1.3	-1.9%	1.1	-4%	-6%	-2.6%	15%	10%	0%
O=C(NCCc1ccccn1)c1ccc(S(=O)(=O)N2CCCCCC2)cc1	i	0.5	-2.6%	1.1	-8%	3%	-1.2%	4%	0%	1%
CC1(C)CC(C(=O)NCCC(c2ccccc2)c2ccco2)CCO1 (stereo not drawn)	i	0.4	-4.0%	1.1	-10%	11%	-0.5%	0%	-6%	-5%
CC(C)(C)c1cn(-c2ccc(Cl)cc2)c(=S)[nH]1	i	0.8	-1.3%	1.1	-10%	4%	-7.7%	19%	8%	8%
CCCC1CC(CSC(=N)N)OC1=O (stereo not drawn)	i	0.8	-0.6%	1.1	-1%	-2%	-1.6%	-3%	-8%	6%
Cc1ccc(-n2c3c(cc(C(=O)NCc4ccco4)c2=O)C(=O)CC(C)(C)C3)cc1	i	1.1	5.5%	1.1	-7%	6%	-7.4%	0%	-4%	3%
NC(=O)c1ccc2c(=O)n3c(-c4cc(Cl)c(N)c(Cl)c4)csc3nc2c1	i	0.9	·	·	-4%	-10%	·	·	·	9%
Cc1ccoc1C(=O)Nc1cccc(Oc2ccccc2)c1	i	0.7	0.4%	1.1	-2%	4%	-0.9%	9%	3%	2%
CCOC(=O)CC(=O)c1cc(OC)c(OC)c(OC)c1	i	0.5	·	1	-3%	10%	-6.1%	0%	-7%	2%
CC(=O)Nc1sc2c(c1C(c1ccc(F)cc1)N1CCOCC1)CCCC2 (stereo not drawn)	i	0.8	0.5%	1.1	-1%	4%	-9.9%	17%	13%	5%
CC1=[N+](CC(=O)NC(C)(C)C)CCc2ccccc21	i	0.3	0.3%	1.1	-8%	-8%	-2.4%	-13%	-4%	0%
COc1ccc2nc(NC(=O)CCn3cccc3)sc2c1	i	0.7	-1.7%	1.1	-4%	1%	-2.5%	-1%	10%	0%
CC(C)CNC(=O)COC(=O)c1c2c(nc3ccccc13)/C(=C/c1cccs1)CC2	?	·	1.0%	1.1	2%	-11%	-5.3%	12%	6%	7%
O=C(NN1C(=O)C2C(C1=O)C1C=CC2C12CC2)c1cccnc1 (stereo not drawn)	i	0.5	-0.1%	1.2	-8%	-4%	-3.2%	-5%	-7%	3%
O=C(CSc1nnc2ccccn12)NNC(=O)c1ccc([N+](=O)[O-])cc1	i	0.1	·	·	-7%	3%	·	·	·	6%
Cc1ccc2cc(CCNC(=O)c3cccc([N+](=O)[O-])c3)c(=O)[nH]c2c1C	i	1.8	-3.8%	1	-4%	-13%	-4.6%	8%	3%	4%
COc1cccc(C2=NOC(C(=O)NCc3ccccn3)C2)c1 (stereo not drawn)	i	0.3	0.0%	1	-12%	-6%	-3.9%	-12%	-2%	-1%

Retrieved one by one from the entries so far:
SMILES	Myeloid diff MLP	Myeloid diff MLP GFP+ MAC1+ %	CSM14.1 death rescue	TNAP activators	LYP phosphatase	M17LAP inhibition	XIAP antagonists	human PMI inhibition	human PMI inhibitors	P. falciparum M1AAP
O=C(NC1(O)C(=O)c2ccccc2C1=O)c1ccccc1	i	1.3	-1.9%	1.1	-4%	-6%	-2.6%	15%	10%	0%
CC(C)(C)/C(Cn1cncn1)=N\OC(=O)Nc1ccc(Cl)cc1	i	0.1	-1.2%	1.1	-4%	-2%	-0.4%	2%	4%	9%
COc1ccc(N/C=C(\C(C)=O)c2ccc(OC)c(OC)c2)cc1OC	i	0.4	2.3%	1	2%	7%	-1.9%	11%	43%	10%

(listing goes on)
SMILES	Myeloid diff MLP	Myeloid diff MLP GFP+ MAC1+ %	CSM14.1 death rescue	TNAP activators	LYP phosphatase	M17LAP inhibition	XIAP antagonists	human PMI inhibition	human PMI inhibitors	P. falciparum M1AAP
Cn1c(SCC(=O)Nc2cccc(F)c2)nc2c([nH]c3ccccc32)c1=O	i	0.1	1.1%	1.1	-9%	3%	-3.4%	-3%	-7%	5%
C/C(CC(=O)Nc1ccc(F)cc1)=N\NC(=O)c1ccccn1	i	0.1	0.7%	1.4	-3%	23%	-1.9%	9%	10%	10%
CC1=NOC(=O)/C1=C\c1ccccc1	i	0.5	·	·	-1%	7%	·	·	·	9%
O=C(N/N=C/c1ccco1)c1cccc(S(=O)(=O)Nc2ccccc2Cl)c1	i	0.5	-5.8%	1	7%	36%	-5.4%	-8%	2%	17%
CNC1(c2nnnn2-c2ccccc2C)CCOC(C)(C)C1 (stereo not drawn)	i	0.3	·	·	-5%	-6%	·	·	·	2%
CCCCN=C(NNc1ccc(Br)cc1)C(=O)OCC	i	0.6	-1.4%	1	0%	9%	-5.8%	-34%	-68%	2%
Cc1cccc(Nc2ncnc3nc[nH]c23)c1C	i	2.5	-1.3%	1.3	-6%	26%	-14%	-12%	-12%	5%
O=C(Cc1cccs1)NCc1cccc(F)c1	i	1.0	1.2%	1.1	-3%	-1%	-5.9%	-5%	-1%	1%
COc1cccc(C2CC(c3ccccc3)Nc3nc(N)nn32)c1 (stereo not drawn)	i	1.2	-1.1%	1.1	-3%	-1%	-4.1%	0%	-8%	2%
O=C(NCC1CCCO1)c1ccc(COc2ccccc2Br)cc1 (stereo not drawn)	i	0.3	-2.4%	1.1	-8%	-16%	-6.5%	8%	6%	-2%
CCCCn1c(=O)c(CCC(=O)OCC(=O)Nc2cc(Cl)ccc2OC)nc2ccccc21	i	0.5	-2.9%	1	-4%	-4%	-17%	12%	11%	1%
CCS(=O)(=O)N1CCC(C(=O)NCc2ccc(F)cc2)CC1	i	6.2	-0.8%	1.3	-9%	-1%	-4.9%	-3%	-3%	6%
Cc1cc(C)cc(N(CC(=O)Nc2ccccc2C(=O)N2CCOCC2)S(C)(=O)=O)c1	i	0.7	-1.5%	1.1	-3%	-6%	-4.4%	-3%	6%	-3%
Cc1cccc(N2C(=O)C(O)=C(C(=O)c3cccs3)C2c2ccc(Cl)cc2)n1 (stereo not drawn)	i	0.9	·	·	-4%	1%	·	·	·	6%
Cc1ccc(S(=O)(=O)NC2=NCN(C3CCN(Cc4ccccc4)CC3)CN2)cc1	i	0.6	-0.8%	1	-11%	5%	-3.4%	6%	7%	5%
CCCCN=C(C)c1c(O)c2ccccc2oc1=O	i	0.7	-0.5%	1.1	0%	4%	-4.9%	-4%	1%	11%
Cc1cc(Nc2nn(C)c(N)c2C#N)ccc1F	i	0.2	-0.4%	1.1	0%	-5%	-2.4%	4%	-5%	1%
O=C(c1ccccc1)c1nc[nH]c1C(=O)Nc1ccccc1	i	0.8	-2.0%	1.2	-6%	-2%	-3.7%	4%	14%	2%
C=CCn1c(SCc2nc3ccccc3[nH]2)nnc1-c1ccncc1	i	1.4	0.4%	1.1	3%	7%	0.6%	2%	5%	12%
CC(=O)Oc1ccc2ccccc2c1C(NC(=O)Cc1ccccc1)c1ccc(Cl)cc1 (stereo not drawn)	i	0.1	1.9%	1.1	10%	5%	-19%	17%	8%	15%

Screening data: PubChem BioAssay, several laboratories
